V1aR counter: activates human V1a receptor in oxytocin agonist counter-screen. AID 2797. actives 0.25% (n = 320,000). activation, % at 3 µM. CHO-V1R cells, Fluo-8 calcium fluorescence, agonist mode; 0% DMSO, 100% 3 nM vasopressin;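 active = activation above the mean activation of all tested compounds plus 3 SD, per screening run, cut at about 20% in these data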;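 note: signal is peak over basal fluorescence ratio across a 100 second FLIPR read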
OXTR ag: agonists of human oxytocin receptor. P30559. activation, % at 3 µM. AID 2435. CHO-OTR cells, Fluo-8 calcium fluorescence; normalized: DMSO 0%, oxytocin 100%. actives 0.32% (n = 320,000);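 active = activation above the mean of all tested compounds plus 3 SD, cutoff set per screening run, cut at about 20% in these data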;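 note: peak over basal fluorescence ratio from a 100 s FLIPR kinetic read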
Target sequence (P30559 whole entry, looked up): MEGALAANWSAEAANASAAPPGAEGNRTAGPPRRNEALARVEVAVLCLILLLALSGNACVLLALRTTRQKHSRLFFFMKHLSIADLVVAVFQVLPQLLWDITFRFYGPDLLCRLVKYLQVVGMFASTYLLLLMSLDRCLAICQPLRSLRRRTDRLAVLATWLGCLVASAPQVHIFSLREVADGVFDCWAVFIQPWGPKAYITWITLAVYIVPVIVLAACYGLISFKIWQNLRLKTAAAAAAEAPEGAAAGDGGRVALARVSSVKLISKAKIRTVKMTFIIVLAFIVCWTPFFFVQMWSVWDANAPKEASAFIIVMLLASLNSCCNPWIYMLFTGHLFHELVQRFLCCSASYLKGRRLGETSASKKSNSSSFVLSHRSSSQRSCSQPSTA
MEKK2 mut-MEK5: signal of MEK5 binding to mutant human MEKK2 PB1 domain; bead flow cytometry, Alexa488-MEK5 binding to MEKK2 mutant; actives 0.35% (n = 290,000); percent response, % at 10 µM; in the data active = percent response above about 24%, passing the limit was not always enough; note: inactives centre near 1; some results filed as inactive read as strong as hits
MEKK2wt PB1 HTS: raises or lowers MEK5 binding to wildtype human MEKK2 PB1 domain; actives 1.1% (n = 290,000); binding response (% of control), % at 10 µM; AID 1531; bead flow cytometry, Alexa488-MEK5 binding to MEKK2 WT; actives lie on both sides; in the data active = binding response below about 67% or above about 130%
OXTR potentiate: potentiators of human oxytocin receptor; CHO-OTR cells, Fluo-8 calcium fluorescence, potentiator mode; 0% = oxytocin EC15, 100% = EC100; actives 0.061% (n = 320,000); P30559; AID 2445; activation, % at 3 µM;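 active = activation above that plate's cutoff, the mean activation of tested compounds plus 3 SD, cut at about 6.6% in these data, passing the limit was not always enough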;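 note: 100% uses oxytocin at 75 nM as the full agonist control; some results filed as inactive read as strong as hits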
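Dosing: Single dose, 3.0 µM nominal final compound concentration | Material: Human OTR in CHO cells | Technique: Kinetic Fluo-8 calcium fluorescence | Benchmarks: EC15 oxytocin alone as 0%, 75 nM oxytocin as 100% | Probe or stimulus: Oxytocin at about EC15, sub-maximal agonist stimulus | Incubation: Compound 6 min at room temperature before oxytocin, 100 s read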
PfM18AAP inh: blocks P. falciparum M18 aspartyl aminopeptidase. recombinant PfM18AAP, H-Glu-NHMec fluorogenic cleavage. inhibition, % at 7.35 µM. actives 1.2% (n = 290,000). AID 1822;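 active = inhibition above the campaign mean inhibition over all tested compounds plus 3 SD, cut at about 28% in these data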;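 note: 0% = plate median of test compound wells and 100% = 2 mM ZnCl2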
NALP1 inh: blocks the NALP1 inflammasome reconstituted in yeast; S. cerevisiae NALP1/ASC/caspase-1 growth, X-gal OD620, 72 h; inhibition, % at 10 µM; actives 0.61% (n = 280,000); in the data active = inhibition mostly above about 24%, no sharp cut-off; inactive = mostly below about 32%; note: some compounds called inactive have numbers as strong as hits
GPR7 antagonist: human neuropeptides B/W receptor 1 antagonism; actives 1.1% (n = 290,000); inhibition, % at 4.4 µM; AID 1861; GPR7-expressing cells, fluorescence antagonist assay; in the data active = inhibition above about 16%, passing the limit was not always enough;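 note: cells stimulated with the agonist NPW; 0% = agonist with vehicle and 100% = vehicle without agonist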
Target sequence (P48145 whole entry, looked up): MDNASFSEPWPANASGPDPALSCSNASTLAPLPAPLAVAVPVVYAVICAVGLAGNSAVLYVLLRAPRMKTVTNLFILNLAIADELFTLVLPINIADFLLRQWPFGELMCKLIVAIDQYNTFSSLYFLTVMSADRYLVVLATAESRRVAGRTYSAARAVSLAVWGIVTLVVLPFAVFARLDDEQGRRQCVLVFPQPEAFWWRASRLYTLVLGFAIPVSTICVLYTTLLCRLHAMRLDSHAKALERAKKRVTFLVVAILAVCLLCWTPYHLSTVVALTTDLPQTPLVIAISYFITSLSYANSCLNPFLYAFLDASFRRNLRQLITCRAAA
GalR3 antagonist: antagonists of human GalR3 | O60755 | HEK293 GalR3-CNG cAMP membrane potential fluorescence; galR3 body fused to GalR1 C-terminus | inhibition, % at 3 µM | actives 0.44% (n = 360,000);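 active = inhibition above the screen-wide average plus 3 SD, cut at about 13% in these data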;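 note: forskolin and galanin both at EC90 stimulate the cells; cAMP rise reported by CNG channel membrane potential dye signal; 0% = forskolin plus galanin with DMSO and 100% = forskolin alone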
Target sequence (O60755 1-299 limits assumed): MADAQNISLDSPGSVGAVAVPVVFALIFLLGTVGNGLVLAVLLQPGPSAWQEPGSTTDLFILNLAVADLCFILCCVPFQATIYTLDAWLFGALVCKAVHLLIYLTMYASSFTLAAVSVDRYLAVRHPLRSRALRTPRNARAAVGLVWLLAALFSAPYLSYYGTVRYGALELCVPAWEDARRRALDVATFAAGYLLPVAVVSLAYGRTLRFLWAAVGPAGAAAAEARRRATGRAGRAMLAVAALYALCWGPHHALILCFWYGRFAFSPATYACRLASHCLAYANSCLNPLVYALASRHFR
* hit, by the source's call; . = not tested or not shown; [ ] = remark or other dose.

mol	V1aR counter	OXTR ag	MEKK2 mut-MEK5	MEKK2wt PB1 HTS	OXTR potentiate	PfM18AAP inh	NALP1 inh	GPR7 antagonist	GalR3 antagonist
Cc1ccc(N(Cc2ccccc2)C(=O)c2cc(S(=O)(=O)N3CCOCC3)ccc2C)cc1	-1.4	-1.6	.	.	-4	.	.	.	-6
CN(CC1CCCN(CCc2ccc(F)cc2)C1)C(=O)CCC(F)(F)F (configuration not stated)	0.7	-0.2	12	105	-5	1	7	-22	-3
COc1ccc(C)cc1N(C(=O)c1cccc(F)c1)c1nc2ccccc2s1	0.4	-2.1	22	121	-11	1	18	-19	-11
CC(C)SC1=NC(C)(C)C=C(/C=C/c2c(Cl)cccc2Cl)N1	-0.8	-1.0	1	97	-1	2	-16	11	.
Cc1ccc(NC(=O)c2ccc(CN3CC(=O)N4CCCCC4C3=O)cc2)c(C)c1 (configuration not stated)	-0.5	-0.5	3	100	-6	2	1	-10	.
Cc1cc(Cl)c(OCCCNC2CCCC2)c(Br)c1	2.9	8.4	7	117	-3	-2	4	1	-17
COc1ccc(/C=N/Nc2nonc2N)c(OC)c1	-1.0	-1.4	-2	103	-4	11	25	-2	0
Nc1nnc(-c2cn(-c3ccccc3)nc2-c2ccccc2)o1	1.1	-0.7	3	98	-6	-6	2	-4	-5
CC(C)CCNC(=O)C1CCN(c2nnc(-n3cccc3)s2)CC1	-0.3	-0.8	8	111	-4	2	35	-6	2
CCOC(=O)N1CCN(C(=O)COc2cccc3c2CCN(CC)C3=O)CC1	1.8	-0.6	0	113	-1	3	-3	-5	2
C1=C(CCNc2ncnc3c2[nH]c2ccccc23)CCCC1	7.5	21*	26	143*	-8	-12	44	41*	84*
COc1cc(C2CC(=O)Oc3c2c(=O)n(C)c2ccccc32)ccc1O (configuration not stated)	0.1	0.0	-7	93	-11	8	-8	-9	-1
Cc1occc1C(=O)Nc1c(F)c(F)c(F)c(F)c1F	-0.5	-2.4	4	104	-6	-4	50	-10	3
O=C(Nc1cccc(Cl)c1)Nc1ccc(Br)cc1F	8.8	8.5	-1	104	-14	6	35	-2	-5
O=C(Nc1ccccc1C(=O)O)c1cccc(NS(=O)(=O)c2ccc(Br)cc2)c1	1.0	-1.8	-2	93	-10	0	-24	5	-2
O=C(CN1C(=O)/C(=C/c2ccco2)SC1=S)Nc1ccc(O)c(C(=O)O)c1	0.9	2.2	6	99	-5	24	1	-7	3
O=C1NC[C@@H](Cc2cccc3ccccc23)N(CC2(c3ccccc3)CC2)C1=O	1.2	23*	-10	88	-10	.	.	.	-4
Cc1cc2ccccc2n1CCNC(=O)Cc1ccccc1	-0.1	-0.3	-4	82	-8	0	30	4	.
O=C(COC(=O)CCN1C(=O)c2ccccc2C1=O)Nc1ccccc1[N+](=O)[O-]	1.2	1.4	.	.	-4	.	.	.	-6
COC(=O)C(C(=O)Nc1ccc(OC)cc1)C1CCCCCC1 (configuration not stated)	-0.8	-1.8	1	103	-13	-2	16	-9	-1
CC(=O)CCCC(NS(=O)(=O)CCC(Cl)(Cl)Cl)c1ccccc1 (configuration not stated)	0.6	1.1	6	102	-13	5	4	-3	-7
Cn1cnc([N+](=O)[O-])c1Sc1ncccc1N	0.2	0.2	0	98	2	16	25	-11	-5
CC1=CC(C)C2C(=O)N(CCCN(C)C)C(=O)C2C1 (configuration not stated)	-0.3	-0.3	11	102	-10	-4	-4	-19	4
CCN(CC(=O)Nc1c(F)cccc1F)C(=O)CN1C(=O)c2ccccc2C1=O	0.8	-0.1	.	.	-7	.	.	.	2
O=C(CSc1nnc(-c2ccncc2)n1C1CCCCC1)Nc1ccccc1	0.4	0.8	0	96	0	1	11	-10	-1
Nc1nc(CSc2nnnn2-c2ccc(Cl)cc2)nc(N2CCOCC2)n1	0.5	0.2	3	101	-5	0	0	6	5
O=C(OCC1OC(n2ncc(=O)[nH]c2=O)C(OC(=O)c2ccccc2)C1OC(=O)c1ccccc1)c1ccccc1 (configuration not stated)	0.9	0.7	3	99	-8	-7	-4	-1	3
O=C(Nc1cccnc1)Nc1cc(Cl)cc(Cl)c1	12	11	-7	96	-13	3	2	9	-4
CC(C)c1cc(C(=O)NCc2cccnc2)no1	0.2	0.2	2	102	1	1	-13	0	.
O=C(Nc1ccc(O)cc1)c1ccc2c(c1)C(=O)N(N1C(=O)c3ccccc3C1=O)C2=O	3.3	0.0	4	104	-1	7	3	-12	-5
Cc1nc2oc3c(NCc4ccccn4)ncnc3c2c2c1COC(C)(C)C2	-0.3	0.4	-1	98	-2	-1	-54	-13	-4
Cc1cc(C(=O)N/N=C/c2cc(Br)c(Br)o2)n[nH]1	-0.3	0.5	0	94	-11	22	4	-18	-7
O=C(NCCc1ccccc1)c1ccc2c(=O)[nH]c3c(C(=O)NCC4CCCO4)sc(=S)n3c2c1 (configuration not stated)	-0.8	-1.2	-10	94	-13	6	-20	0	-3
O=S(=O)(NCc1ccc2c(c1)OCO2)c1cccc(S(=O)(=O)N2CCOCC2)c1	3.0	2.9	2	105	-1	2	6	9	-1
CCCCc1nc2cc(C(=O)N3CCN(c4nc(C)cnc4C)CC3)ccc2o1	4.5	0.4	1	100	-8	-9	1	-13	-2
NC(=O)c1c(NC(=O)c2ccncc2)sc2c1CCCC2	-0.3	-0.8	11	104	-6	5	4	-8	-6
CC1(C)CC(=O)C([N+](=O)[O-])=C(NCCCO)C1	0.8	-0.6	10	104	0	-13	9	-12	-5
CCOc1nc(OCC)nc(-n2cc(-c3ccccc3)nn2)n1	0.7	-2.1	.	.	-5	4	2	-6	2
O=[N+]([O-])c1cccc(-c2ncc3ccccn23)c1	0.5	6.2	-4	89	1	1	-12	1	-2
O=C(O)Cn1nc(-c2ccccc2)c2ccccc2c1=O	0.1	0.5	-1	97	-3	-3	33	0	-4
Cc1ccccc1-n1c(C)nnc1SCC(=O)N1CCc2ccccc2C1	1.2	0.1	-2	99	-12	6	26	-1	-11
CCCc1nnc(NC(=O)CCCN2C(=O)c3ccccc3C2=O)s1	0.5	-0.1	-2	101	-6	-12	-33	-5	-1
O=C(c1ccc(=O)n(Cc2ccc(Cl)c(Cl)c2)c1)N1CCOCC1	0.3	-0.4	3	107	-11	3	11	-1	-6
CCN(CC)C(=O)c1cccc(-c2ccc(OC)cc2)c1	-1.1	-1.2	1	102	-2	5	16	-13	-6
CCOC(=O)CNC(=O)N1CCc2ccc(NC(=O)c3ccccc3Cl)cc2C1	1.2	-0.3	0	99	3	1	-32	7	-3
CCNC(=O)CN(c1ccc(CC)cc1)S(C)(=O)=O	0.2	0.7	-7	88	-1	-11	-17	-5	-4
CC(C)NC(=S)N(C)C1(c2ccccc2Cl)CCCCC1=O (configuration not stated)	-0.3	-2.4	-2	96	-14	-4	.	-11	-5
Clc1cccc(OCCn2ccnc2)c1	0.4	-0.4	1	104	-4	0	11	1	-8
Cc1cccc(N2CCN(C(=O)c3ccc(NC(=O)C4CCCO4)cc3)CC2C)c1 (configuration not stated)	2.0	0.8	-17	-1.0*[inhibitor]	-12	-1	6	5	-1
Cc1cccc(NC(=O)Nc2nnc(N3CCCCC3C)s2)c1C (configuration not stated)	0.5	-0.3	6	110	-6	4	0	-9	-1

GalR3 antagonist, what is marked active above.
SMILES	MEKK2 mut-MEK5	MEKK2wt PB1 HTS	OXTR potentiate	PfM18AAP inh	NALP1 inh	GPR7 antagonist	GalR3 antagonist
C1=C(CCNc2ncnc3c2[nH]c2ccccc23)CCCC1	26	143*	-8	-12	44	41*	84*

The list continues.
mol	V1aR counter	OXTR ag	MEKK2 mut-MEK5	MEKK2wt PB1 HTS	OXTR potentiate	PfM18AAP inh	NALP1 inh	GPR7 antagonist	GalR3 antagonist
CN(CCC#N)C(=O)c1cc2c(s1)-c1ccccc1SC2	9.4	-0.6	4	108	-9	5	13	-1	-7
CC(=O)Nc1cccc(NC(=O)CSc2nnnn2C)c1	.	.	11	106	.	-9	0	-2	1
CCOC(=O)c1csc(NC(=O)C(C)(C)C)n1	-0.4	-1.1	15	116	-3	1	5	1	1
O=C(NC(=S)Nc1ccccc1)c1cc([N+](=O)[O-])ccc1N1CCOCC1	-0.7	-0.6	4	105	1	2	26*	-10	-1
CCn1cc(C(=O)N(C)c2ccc(OC)cc2OC)c2cc(OC)c(OC)cc2c1=O	-0.8	-0.4	-1	103	-16	-2	3	-8	-8
Cc1ccc2nc(-c3ccccc3)c(CN3CCSCC3)n2c1	-1.9	-2.1	-6	95	5	4	-12	-6	-5
[O-][n+]1ccccc1SCc1ccccc1	0.1	0.2	.	.	-4	.	.	.	3
COc1ccc([C@H]2CC(=O)C=C(c3ccc(-c4ccccc4)c(F)c3)C2)cc1OC	0.2	1.2	.	.	-2	.	.	.	0
COc1ccc(CCNC(=O)C2CCN(S(=O)(=O)c3cccc4nsnc34)CC2)cc1OC	0.3	0.1	1	98	-8	-1	-1	-16	-2
CCOC(=O)CCCNC(=O)CCCNC(=O)C(c1ccccc1)c1ccccc1	0.1	-1.4	4	103	1	2	18	-5	-6
N#Cc1ccccc1NC(=O)C(=O)NCCCN1CCCC1=O	1.0	-0.2	.	.	-2	.	.	.	-3
COc1ccc(CCNC(=O)CSc2nc3c(c(=O)n(C)c(=O)n3C)n2C)cc1OC	0.5	0.9	3	97	-3	-8	-78	-7	-1
C=CCn1c(SCC(=O)c2ccc(O)c(O)c2)nnc1-c1cccc(Cl)c1	0.7	2.0	.	.	-4	.	.	.	-4
CN1C(=S)N(c2ccccc2)C(=O)/C1=C/c1cccs1	0.7	-1.6	0	104	-1	0	16	-13	0
O=S(=O)(Nc1ccc(Br)cn1)c1cccs1	-0.5	1.0	1	96	-11	-7	4	-1	-6
Cc1ccc(C(=O)NC2CCCC2)s1	-0.4	-0.1	8	110	1	-3	19	-12	-2
O=C(Cn1c(C(=O)NCc2ccco2)cc2sccc21)c1ccccc1	-0.6	-0.8	.	.	-7	-9	8	-8	.
CCO[C@H]1OC(C(=O)N2CCN(C)CC2)=C[C@@H](C2CC2)[C@@H]1CCCO	1.1	1.1	6	101	7	-17	2	-13	-8
CC(C)(C)c1ccc(/C=C/C(=O)Nc2cccnc2)cc1	0.0	-1.5	4	105	-10	-12	21	-9	-10
C[C@H]1CCC2[C@](C)(CO)[C@@H](O)CC[C@]2(C)[C@@]12CCC(CO)(CCO)O2 (some centres not stated)	-0.5	-0.5	6	108	-14	-7	22	-10	-11
CCCCOC(=O)CSc1nnc(-c2cc(OC)c(OC)c(OC)c2)o1	0.7	-0.8	0	104	2	1	5	-8	1
CCCNC(=O)Cc1ccsc1	-0.5	0.5	6	105	-2	3	6	-18	3
Cc1nc(N)c(C#N)c(-c2cccnc2)c1C	-0.6	-0.1	3	105	-8	-2	16	-4	-3

Compound activity deposited in PubChem by several laboratories.
